# Source: PubChem
# KDM5B inh: Primary screen for KDM5B Histone Demethylases FDH-coupled qHTS | KDM5B demethylase, FDH-coupled NADH fluorescence (FDH is formaldehyde dehydrogenase) | Potency, µM (doses to about 57.7 µM), for the others: at the highest dose activity change, negative = inhibition, hits mostly inhibitors | AID 1347165, 2019 | Lysine-specific demethylase 5B (Homo sapiens), Q9UGL1 | 220,000 compounds, 2.6% hits; active means well fitted inhibition curve with a large enough effect; inconclusive means small, poorly fitted or top-dose-only effect; inactive means no such curve, though single readings can be large or run the other way; further: 0% is about no effect; nearly all actives have a fitted effect of over 70% in size
# Target sequence (Q9UGL1 whole entry, looked up): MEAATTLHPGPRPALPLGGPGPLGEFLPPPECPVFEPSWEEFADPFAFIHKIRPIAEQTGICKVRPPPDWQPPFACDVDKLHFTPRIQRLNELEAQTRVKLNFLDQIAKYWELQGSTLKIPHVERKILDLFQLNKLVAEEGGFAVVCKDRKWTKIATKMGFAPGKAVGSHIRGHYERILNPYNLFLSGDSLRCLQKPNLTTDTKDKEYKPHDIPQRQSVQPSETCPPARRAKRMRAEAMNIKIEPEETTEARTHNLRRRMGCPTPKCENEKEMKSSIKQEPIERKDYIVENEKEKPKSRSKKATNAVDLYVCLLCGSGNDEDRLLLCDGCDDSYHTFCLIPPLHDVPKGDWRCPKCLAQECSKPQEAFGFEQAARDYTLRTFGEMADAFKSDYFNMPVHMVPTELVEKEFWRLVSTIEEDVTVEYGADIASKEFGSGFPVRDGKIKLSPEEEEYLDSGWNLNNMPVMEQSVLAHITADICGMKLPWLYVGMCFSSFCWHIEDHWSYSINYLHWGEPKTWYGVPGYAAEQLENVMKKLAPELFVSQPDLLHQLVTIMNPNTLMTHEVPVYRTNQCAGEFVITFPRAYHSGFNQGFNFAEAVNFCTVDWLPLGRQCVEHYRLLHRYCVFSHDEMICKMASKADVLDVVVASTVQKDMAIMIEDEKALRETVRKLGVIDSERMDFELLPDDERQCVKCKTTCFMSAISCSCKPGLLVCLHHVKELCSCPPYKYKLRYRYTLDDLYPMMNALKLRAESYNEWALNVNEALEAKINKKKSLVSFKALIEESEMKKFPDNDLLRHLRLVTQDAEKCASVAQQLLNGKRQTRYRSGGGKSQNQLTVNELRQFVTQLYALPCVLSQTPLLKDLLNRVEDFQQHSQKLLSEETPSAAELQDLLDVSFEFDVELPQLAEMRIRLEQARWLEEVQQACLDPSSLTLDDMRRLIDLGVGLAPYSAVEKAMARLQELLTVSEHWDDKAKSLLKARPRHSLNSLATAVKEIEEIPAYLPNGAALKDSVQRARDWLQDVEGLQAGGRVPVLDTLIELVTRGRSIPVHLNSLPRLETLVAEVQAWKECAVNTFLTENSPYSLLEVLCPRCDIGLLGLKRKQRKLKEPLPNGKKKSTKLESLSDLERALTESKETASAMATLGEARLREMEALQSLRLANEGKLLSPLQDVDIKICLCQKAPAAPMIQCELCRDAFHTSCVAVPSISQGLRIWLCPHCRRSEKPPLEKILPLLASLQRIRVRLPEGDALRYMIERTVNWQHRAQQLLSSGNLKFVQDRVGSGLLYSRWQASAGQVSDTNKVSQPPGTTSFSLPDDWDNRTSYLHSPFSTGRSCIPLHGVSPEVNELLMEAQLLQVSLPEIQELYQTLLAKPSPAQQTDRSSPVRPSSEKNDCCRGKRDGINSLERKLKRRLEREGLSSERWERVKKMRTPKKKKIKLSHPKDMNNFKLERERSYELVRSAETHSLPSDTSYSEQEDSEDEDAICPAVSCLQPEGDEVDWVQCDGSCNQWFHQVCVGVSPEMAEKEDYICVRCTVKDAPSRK
#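 Compound dilutions met 200 nM (final) KDM5BΔAP for 10 min at room temperature before substrate addition. The substrate mix held 12.5 µM H3K4me3 with cofactors 25 µM α-ketoglutarate and 50 µM Fe²⁺. NADH signal gain over 30 min defined activity.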
# The depositor's hits bear a star; u = inconclusive; & = joins results of further samples; [ ] = dose if it differs, or a comment. Potency means the concentration at half of the fitted maximal effect.
SMILES | KDM5B inh
O=Cc1c(-c2ccc(Br)cc2)[nH]c2ccccc12 | u
CCC(C)c1ccc(S(=O)(=O)N2CCN(C(=O)c3n[nH]c(=O)c4ccccc34)CC2)cc1 (stereo not drawn) | -11%
CCOc1ccc(S(=O)(=O)[C@H]2CS(=O)(=O)C[C@@H]2N2CCOCC2)cc1 | 18%
O=C(COc1ccc(-n2cnnn2)cc1)Nc1ccccc1Oc1ccccc1 | -1%
CCN(CC)CCOC(=O)c1cccc2c1-c1ccccc1C2O (stereo not drawn) | u
CC(C)n1nccc1N(CC(=O)Nc1ccc(C#N)cc1)S(=O)(=O)c1ccccc1 | 14%
CC(C)n1nc(C(=O)NC2CCS(=O)(=O)C2)c2ccccc2c1=O (stereo not drawn) | 21%
CC1(C(=O)Nc2ccccc2)COCc2cnc(Nc3ccccc3)nc21 (stereo not drawn) | -23%[86.2 µM]
CC(Oc1ccc(Cl)cc1Cl)c1nc(-c2ccc(Br)o2)no1 (stereo not drawn) | -18%
O=C(CCCN1C(=O)COc2ccc(C(=O)COc3ccc(F)cc3Cl)cc21)NCC1CC1 | -8%
CC(C)n1nc(C(=O)Nc2nnc(C3CC3)s2)c2ccccc2c1=O | 3%
O=C(CNc1ccc(S(=O)(=O)N2CCCC2)cc1)N1CCN(C(=O)c2cccs2)CC1 | 2%
COc1ccc(NC(=O)CN2CCN(CC(=O)Nc3ccc(F)cc3F)CC2)cc1 | 16%
C[C@@H](NC(=O)C1CCCCC1)c1onc(-c2ccc(F)cc2)c1C(=O)O | -6%[86.2 µM]
Cc1nc([C@H]2CCN(Cc3ccc(C(F)(F)F)cc3)C[C@H]2NC(=O)C2CC2)n[nH]1 | -27%
CCOCCCNC(=O)c1cc2c(=O)n3ccccc3nc2s1 | u
CCCN1CCC(NC(=O)CC(F)(F)F)CC1 | 2%
CCOc1ccc(C(=O)N2CCN(C(=O)c3nnn4c3COC(c3ccccc3)C4)CC2)cc1 (stereo not drawn) | -9%
COc1ccc(CNCC2CCCO2)cc1OCc1ccccc1 (stereo not drawn) | -17%
CCCC1Cc2c(sc3nc(SCC)nc(N)c23)CO1 (stereo not drawn) | 15%
Cc1cc(CN2CCC3(CCC(=O)N(C(C)C(=O)O)C3)CC2)on1 (stereo not drawn) | 42%
Cc1oc(-c2ccccc2)nc1C(=O)NCc1ccccc1 | 4%
O=S(=O)(c1ccc(Br)cc1)c1nc(-c2ccco2)oc1SCc1ccccc1Cl | u
O=C(CN1CC2CC(C1)[C@H]1CCCC(=O)N1C2)NC1CCN(Cc2ccccc2)CC1 (stereo partly drawn) | -11%
O=C(c1ccc(OC(F)(F)F)cc1)N1CCN(c2cc(-c3ccc(Cl)cc3)[nH]n2)CC1 | -1%
Cc1ccccc1C(=O)Oc1cc(-c2ccc3c(c2)OCO3)cc(=O)c2c(C)oc(C)c12 | u
CCCC(=O)NC(C)C(=O)N1CCN(c2ccccn2)CC1 (stereo not drawn) | 25µM*
O=C(c1cc(-c2ccc(F)cc2)on1)N1CCN(c2ccc(F)cc2)CC1 | -23%&-6%
CN1C(=O)c2ccccc2Sc2ccc(NC(=O)COc3ccc(F)cc3)cc21 | -22%
CCOc1ccccc1NC(=O)C1CCC(CNS(=O)(=O)c2ccc3c(c2)CCCC(=O)N3)CC1 (stereo not drawn) | -1%

# The list goes on, overlapping the part above by three compounds.
SMILES | KDM5B inh
O=C(c1cc(-c2ccc(F)cc2)on1)N1CCN(c2ccc(F)cc2)CC1 | -23%&-6%
CN1C(=O)c2ccccc2Sc2ccc(NC(=O)COc3ccc(F)cc3)cc21 | -22%
CCOc1ccccc1NC(=O)C1CCC(CNS(=O)(=O)c2ccc3c(c2)CCCC(=O)N3)CC1 (stereo not drawn) | -1%
Cc1ccc(Sc2ccc(Cl)cc2N)c(C)c1 | 7%
CN(C)C[C@@H]1CN(c2ncccn2)C[C@H]1NC(=O)c1ccccc1Cl | 22µM*
CC1CCN(CCCNc2nc(-c3ccncc3)nc3ccccc23)CC1 | 15%
O=C(CCc1ccccc1)N1CC2(C1)CN(c1ccccc1)C(=O)O2 | 12%[86.2 µM]
COc1ccc(CCNC(=O)[C@H](CCS(C)(=O)=O)N2Cc3ccccc3C2=O)cc1OC | 4%
CCOc1ccccc1N(CC(=O)Nc1ccc(OC)c(Cl)c1)S(=O)(=O)c1ccccc1 | -20%
Cc1noc(C)c1CCCNC(=O)c1ccc(N2CCC[C@H]2CO)nc1 | -11%
CC(C)(C)NS(=O)(=O)c1cccc(NC(=O)c2ccc(NC(=O)C3CC3)cc2)c1 | 17%
COc1ccc(/C=C/C(=O)N2CCC(c3nc4ccccc4o3)CC2)cc1OC | u
COc1cccc(CN2CCCCCCNC(=O)CC2c2ccccc2)c1 (stereo not drawn) | -16%
Cc1ccc(C(=O)CC(SCC(=O)O)c2ccc(Cl)cc2)cc1 (stereo not drawn) | 26%
CCCNC(=O)CC1CCCN(c2cnn(C)c(=O)c2)C1 (stereo not drawn) | 12%
CCOC(=O)c1c(C)[nH]c(C)c1S(=O)(=O)N1CCN(c2ccc(Cl)cc2)CC1 | -13%
CSc1ccc(CCNC(=O)CCc2c(C)nc3c(c(C)nn3-c3ccccc3)c2C)cc1 | -3%
Cc1cc(NC(=O)Nc2csc3c2CCCC3)ccc1Br | -6%
Cc1ccc(C(=O)Nc2ncn(CC(=O)NCc3ccccc3)n2)cc1 | 18%
O=C1CC2(CCN(Cc3cccc4ccccc34)CC2)Oc2ccccc2N1 | 4%
Fc1ccc(Nc2nc(SCc3ccccc3F)nc3ccccc23)cc1 | u
COC(=O)c1c(NC(=O)COc2c(C)ccc(C)c2C)sc2c1CCC(C)C2 (stereo not drawn) | 0%
Cc1cccc(OCC(=O)N(Cc2ccc(C(C)C)cc2)Cc2ccco2)c1C | u
CC1=C(C(=O)Nc2ccccc2C)C(c2ccccn2)n2nc(SCc3ccccc3F)nc2N1 (stereo not drawn) | -18%
Cc1cc(Br)ccc1NC(=O)CN(C)C(=O)c1ccccc1OCc1c(C)noc1C | 9%
O=C(c1ccccc1)N1CCCC2(CC(c3cccc(C(F)(F)F)c3)=NO2)C1 (stereo not drawn) | -6%[115 µM]
Nc1nccnc1C(=O)Nc1ccc(F)c(Cl)c1 | -17%
CCOC(=O)CC(NC(=O)N1CCC(CN2CCC(C)CC2)CC1)c1ccccc1 (stereo not drawn) | 0%
Fc1ccc(-c2cc(C(F)(F)C(F)F)[nH]n2)cc1 | 1%
CC(C)CNC(=O)C1CCN(c2ncnc3nc[nH]c23)CC1 | 6%
COc1ccc2c(c1)c1c(c(=O)n(-c3cccc(C)c3)c(=O)n1CC(=O)N1CCCC1)n2C | u
CNC(=O)C1(C)CN(Cc2ccccc2)Cc2ccc(N3CCOCC3)nc21 (stereo not drawn) | 35µM*
CN(C)C(=O)c1cccn2nccc12 | u
COc1cccc(CNC(=O)CCCN2C(=O)CCn3nc(-c4cccn4C)cc32)c1 | u
Cc1cc(=O)n(CC(=O)Nc2ccc3c(c2)OCO3)c(-c2ccccc2)n1 | 7%
COc1ccc(CN2CCn3c(nnc3-c3ccncc3)C2)cc1 | 10%[149 µM]
CCCC(=O)OCC(=O)c1ccc(-c2ccccc2)cc1 | 10%
Cc1cccc(OCC(=O)Nc2nc(-c3ccc(S(=O)(=O)N4CCOCC4)cc3)cs2)c1C | 4%
COc1ccc(C2=C(C(C)=O)Sc3nnc(-c4ccc(C)cc4)n3N2C(C)=O)cc1OC | -20%
CC(SC1CCCCC1)C(=O)Nc1cccc(C#N)c1 (stereo not drawn) | -6%
CCc1nc2ccc(Cc3ccc4nc(CC)[nH]c4c3)cc2[nH]1 | 19%
O=C(NCCN1CCN(C(=O)c2cc(Cl)cc(Cl)c2)CC1)c1cc(Cl)cc(Cl)c1 | 17%
O=C(Nc1ccc(Cl)cc1)c1nc2c(o1)CCN(Cc1cnc[nH]1)CC2 | 21%[86.2 µM]
O=C(NCCc1ccccc1)c1cc(-c2ccccc2)nc2ccccc12 | 15%
CNC(=O)c1ccc(Cl)c(NC(=O)NC(C)C(C)C)c1 (stereo not drawn) | 16%
CCCC(C)C(=O)N1CCn2nc(C(=O)Nc3ccccc3)cc2C1 (stereo not drawn) | -5%
CCN(C(=O)C1CCN(c2oc(-c3ccco3)nc2C#N)CC1)c1ccccc1C | u
Cc1ccc(-c2ccc3nnc(CNC(=O)Cc4cccs4)n3n2)cc1C | u
COc1ccc(NC(=O)c2oc3c(c2C)-c2nn(Cc4ccccc4Cl)cc2CC3)cc1OC | u
COc1ccc(N2CC(C(=O)N3CCCOCC3)CC2=O)cc1Cl (stereo not drawn) | 29%
CC(=O)N1CC2(CCN(Cc3ccccn3)CC2)Cc2ccccc21 | -9%[149 µM]
Cc1noc(C)c1S(=O)(=O)N1CCC(N(C(=O)C2CC2)C2CCOCC2)CC1 | 12%
CCc1ccc(-c2cc(C(=O)Nc3nccs3)c3ccccc3n2)cc1 | -6%
COc1ccc(C(=O)N2CCCCC2c2n[nH]c(C)n2)cc1 (stereo not drawn) | 9%
COCCCNC(=O)C(NC(=O)c1ccccc1C)C1CCN(C(=O)CCc2ccccc2)CC1 (stereo not drawn) | -8%
CC(C)CNc1ccc2nnc(-c3ccccn3)n2n1 | 32µM*
O=C(NCc1ccco1)c1ccc(Cn2ccn3nc4c(c3c2=O)CCCC4)cc1 | -23%
Cc1ccc2oc(C(=O)Nc3cccnc3)cc(=O)c2c1 | -9%
O=C(CNS(=O)(=O)c1ccc(Br)s1)N1CCN(c2ccccc2F)CC1 | 8%
CCN(CC)Cc1cnc2c(C(=O)NCCc3ncc[nH]3)cnn2c1 | u
O=C(COC(=O)c1ccc(Cl)cc1[N+](=O)[O-])NC(=O)c1ccccc1 | 14%
COc1cc(C(=O)/C(=C/c2cccnc2)c2nc3ccccc3o2)cc(OC)c1OC | u
Cc1cccnc1CN1C[C@@H](F)[C@@H](OCc2nc3ccc(F)cc3[nH]2)C1 | u

# The listing continues:
SMILES | KDM5B inh
NC(=O)[C@H](CC1CCCCC1)NC(=O)[C@H]1CNCCN1C(=O)c1cccs1 | 169%[activator][86.2 µM]
Cc1ccc(CNC(=O)N2CCN(C(=O)N3CC4CC(C3)[C@H]3CCCC(=O)N3C4)CC2)cc1 (stereo partly drawn) | -26%
Cc1ccc(C(CNc2oc(CC(C)C)nc2C#N)N2CCOCC2)cc1 (stereo not drawn) | -5%
COc1ccc(-c2nc3cc(C)ccc3cc2CN2CCC[C@@H]2CO)cc1OC | u
COc1ccc(F)cc1S(=O)(=O)N1[C@@H]2CC[C@H]1CC(NC(=O)c1ccc(F)cc1)C2 (stereo partly drawn) | -3%
COc1ccc(C)cc1-n1c(-c2ccc(C)cc2)cc2c1CC(C)(C)CC2=O | -27%
COc1cccc(CN2C[C@]34C=C[C@H](O3)C(C(=O)N3CCCCC3)C4C2=O)c1 (stereo partly drawn) | -9%
CNC(=O)[C@@H]1CN(C(=O)c2cc(OC)cc(OC)c2)C[C@H]1COC | 13%
CCOC(=O)C1=CN(c2ccc(F)cc2)C=C(C(=O)OCC)C1c1ccc(F)cc1 | 11%
O=C(NC1CCCCCCC1)C1CCN(C(=O)c2ncn3c2COC(c2ccc(F)cc2)C3)CC1 (stereo not drawn) | 12%
CCC(=O)N1Cc2ccccc2CC2(CCCCN2CC2CCOCC2)C1 (stereo not drawn) | -28%[115 µM]
CCCCOc1ccc(NC(=O)COc2ccc(CC)cc2)c2cccnc12 | 7%
O=C(NC1CC(=O)N(c2ccc(F)cc2)C1)C1CCCCC1 (stereo not drawn) | -13%
O=C(CC12CC3CC(CC(C3)C1)C2)NCC(=O)N1CCC(c2nc3ccccc3o2)CC1 | -11%
COc1cc(OC)c(OC)cc1CN1CCCC(C(=O)N2CCCCCC2)C1 (stereo not drawn) | -17%
COc1ccc(Cn2c(C3CCN(C(=O)C(C)c4ccccc4)CC3)n[nH]c2=O)cc1 (stereo not drawn) | -7%
COC(=O)[C@@H]1Cc2ncn(Cc3ccccc3)c2CN1C(=O)CC(C)(C)C | 12%[86.2 µM]
CCN(CC(=O)NC(=O)NC1CCCCC1)CC(C)C#N (stereo not drawn) | -16%
NC(=O)c1sc2nc3c(cc2c1N)CCCCCC3 | u
CNC(=O)N1CCc2nc(N3CCN(C)CC3)[nH]c(=O)c2CC1 | 8%
COCCn1ncc(N2CCCC(CC(=O)NCCc3c[nH]c4ccccc34)C2)cc1=O (stereo not drawn) | 2%
COc1ccc(S(=O)(=O)Nc2ccc3oc4c(c3c2)CCCC4)cc1 | u
CN(C)C(=O)N1CCCC(c2nnc3n2CCNC3)C1 (stereo not drawn) | u
COc1cccc(NC(=O)c2nc3ccccc3nc2N2CCCC2)c1 | 3%
CCOc1ccc(CCNC(=O)c2ccc3c(c2)sc2nc(-c4ccc(F)cc4)cn23)cc1OCC | u
CCOc1ccc(N(CC(=O)N2CCCC2)S(=O)(=O)c2ccc(Cl)cc2)cc1 | 25%

# Records above marked active in KDM5B inh:
SMILES | KDM5B inh
CCCC(=O)NC(C)C(=O)N1CCN(c2ccccn2)CC1 (stereo not drawn) | 25µM*
CN(C)C[C@@H]1CN(c2ncccn2)C[C@H]1NC(=O)c1ccccc1Cl | 22µM*
CNC(=O)C1(C)CN(Cc2ccccc2)Cc2ccc(N3CCOCC3)nc21 (stereo not drawn) | 35µM*
CC(C)CNc1ccc2nnc(-c3ccccn3)n2n1 | 32µM*

# The list is partial; the hit share may differ from the screen's.
